# Source: PubChem (Sanford-Burnham Center for Chemical Genomics)
# Gli-Sufu block – Gli-Sufu pathway antagonists, primary screen, luciferase luminescence, Sufu-KO-LIGHT cells, uHTS | Sufu-KO-LIGHT fibroblasts, Gli luciferase reporter luminescence | inhibition, % at 5 µM | 340,000 compounds, 0.74% hits | AID 588413, 2011;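 active = inhibition above about 55%, limit read from the data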;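 note: 0% = DMSO-treated cells and 100% = wells with medium but no cells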
# 697 NFkB inh – inhibitors of PMA/ionomycin-induced NF-kB reporter, 697 cells, primary screen, B-cell NF-kB inhibitor project, cell-based, luminescence, uHTS; 697 B-cell NF-kB luciferase reporter, 16 h; 330,000 compounds, 0.33% hits; inhibition, % at 4 µM; AID 435022, 2010; in the data active = inhibition above about 35%
# EBI2 antag – EBI2 receptor antagonists, beta-arrestin recruitment, primary screen, cell-based, luminescence, 7a,25-OHC stimulation, uHTS | G-protein coupled receptor 183 (Homo sapiens), P32249 | 7a,25-OHC stimulated | inhibition, % at 5 µM | 360,000 compounds, 0.81% hits; in the data active = inhibition above about 38%;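 note: enzyme fragment complementation signal reports receptor beta-arrestin coupling in cells; 0% = agonist plus DMSO wells and 100% = wells without agonist; some results beyond the cut were filed as inactive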
# Target sequence (P32249 whole entry, looked up, the tested form may be a part): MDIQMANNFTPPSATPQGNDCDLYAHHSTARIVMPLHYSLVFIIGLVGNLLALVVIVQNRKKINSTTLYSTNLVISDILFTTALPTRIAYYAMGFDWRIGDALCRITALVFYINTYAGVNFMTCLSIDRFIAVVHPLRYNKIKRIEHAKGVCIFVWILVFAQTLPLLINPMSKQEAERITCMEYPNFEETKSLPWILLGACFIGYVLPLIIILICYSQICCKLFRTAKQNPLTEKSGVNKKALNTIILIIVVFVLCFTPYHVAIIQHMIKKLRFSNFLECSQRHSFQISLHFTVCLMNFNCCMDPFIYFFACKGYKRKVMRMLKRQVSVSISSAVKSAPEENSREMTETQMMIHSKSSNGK
# APJ antagonist – antagonists of human apelin receptor APJ, primary screen, CHO-K1 cells, beta-arrestin complementation, luminescence; P35414; inhibition, % at 20 µM; 330,000 compounds, 0.32% hits;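 active = inhibition above about 40% at 20 µM, limit read from the data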;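 note: cells challenged with 10 nM apelin-13 agonist together with compound; plate controls were apelin-13 plus DMSO wells for no effect and DMSO wells lacking apelin-13 for full effect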
# CXCR6 inh – CXCR6 receptor inhibitors, primary screen, cell-based, beta-arrestin, luminescence, CHO-K1 PathHunter, 1536-well | 360,000 compounds, 0.36% hits | inhibition, % at 20 µM | C-X-C chemokine receptor type 6 (Homo sapiens), O00574; in the data active = inhibition above about 34%, passing the limit was not always enough;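 note: antagonist mode with CXCL16 agonist at 10 nM final; 0% = 10 nM CXCL16 with DMSO and 100% = unstimulated wells without agonist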
# Target sequence (O00574 whole entry, looked up): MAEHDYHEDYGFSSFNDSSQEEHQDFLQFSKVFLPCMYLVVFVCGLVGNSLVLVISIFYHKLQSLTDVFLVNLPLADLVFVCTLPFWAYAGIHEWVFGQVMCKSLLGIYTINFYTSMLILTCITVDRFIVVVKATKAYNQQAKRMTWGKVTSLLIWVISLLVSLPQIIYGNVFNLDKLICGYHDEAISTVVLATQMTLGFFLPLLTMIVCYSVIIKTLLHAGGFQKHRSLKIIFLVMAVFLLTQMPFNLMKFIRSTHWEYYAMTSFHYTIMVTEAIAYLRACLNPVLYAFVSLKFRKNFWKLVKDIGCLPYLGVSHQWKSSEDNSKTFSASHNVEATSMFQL
# UBC13 inh – UBC13 polyubiquitin chain formation inhibitors, primary screen, biochemical, TR-FRET, uHTS; inhibition, % at 20 µM; 330,000 compounds, 0.47% hits; AID 485273, 2010; in the data active = inhibition above about 45%, passing the limit was not always enough
# Target sequence (P61088 whole entry, looked up): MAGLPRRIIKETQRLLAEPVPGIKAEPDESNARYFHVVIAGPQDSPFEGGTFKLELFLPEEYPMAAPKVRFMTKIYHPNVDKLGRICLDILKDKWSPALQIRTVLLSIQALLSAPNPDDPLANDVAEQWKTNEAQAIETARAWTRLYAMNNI
# Jurkat NFkB inh – inhibitors of induced NF-kB luciferase reporter, primary screen, TCR NF-kB activation inhibitor project, cell-based, luminescence, uHTS; inhibition, % at 4 µM; Jurkat, PMA/ionomycin-induced NF-kB luciferase reporter; 330,000 compounds, 0.53% hits; in the data active = inhibition above about 50%
# CCR6 antagonist – CCR6 receptor antagonists, primary screen, cell-based, CHO-K1, luminescence, beta-arrestin, uHTS; inhibition, % at 20 µM; CHO-K1 CCR6 PathHunter beta-arrestin, CCL20-stimulated; C-C chemokine receptor type 6 (Homo sapiens), P51684; 340,000 compounds, 0.49% hits;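 active = compounds whose inhibition of the agonist-driven luminescence signal at 20 µM reaches about 50%, limit read from the data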;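 note: cells stimulated with CCL20 at 14 nM final; plate controls were DMSO with CCL20 for no effect and DMSO without agonist for full effect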
# An asterisk follows results filed as active; . = no result given. A portion of the library. The share of hits here may be higher or lower than overall.
1) COC(=O)C1=C(c2ccc(OC)c(OC)c2)C[C@@H]2CC[C@H]1N2C(=O)NCCCOC(C)C
2) O=C(c1ccc2c(c1)OCO2)C1CCCN(Cc2c(F)cccc2Cl)C1 (configuration not stated)
3) N#Cc1ccc(C(=O)N2Cc3cnnn3-c3ccccc3C2C#N)cc1 (configuration not stated)
4) COc1cc(CCN)ccc1O
5) COC(=O)C1=C(c2ccc(F)cc2OCc2ccccc2)C[C@@H]2CC[C@H]1N2C(=O)NCc1ccc(Br)cc1
6) O=C1C2CCN(CC2)C1Cc1ccccc1O (configuration not stated)
7) Cc1ccc(C(C)C)c(OCC(=O)N2CCN(CC(=O)N3CCOCC3)CC2)c1
8) O=P(O)(O)CN1CCNCCN(CP(=O)(O)O)CCNCC1

Compound,1,2,3,4,5,6,7,8
Gli-Sufu block,-14,16,5,-10,10,12,-3,5
697 NFkB inh,1,1,.,12,4,28,5,.
EBI2 antag,-23,5,-6,-1,32,.,17,0
APJ antagonist,-7,15,.,6,3,-3,3,.
CXCR6 inh,-19,-3,-4,-3,10,.,-6,-34
UBC13 inh,-3,-1,.,6,-3,6,5,.
Jurkat NFkB inh,0,-12,.,-5,20,3,11,.
CCR6 antagonist,-3,5,-3,6,15,4,8,-26

# Down the list, as entered above:
# Jurkat NFkB inh, nos. 2–7, in order: -12, ., -5, 20, 3, 11
# CXCR6 inh, nos. 2–7, in order: -3, -4, -3, 10, ., -6
# UBC13 inh, nos. 2–7, in order: -1, ., 6, -3, 6, 5

# Going on with the list:
9) O=C(COc1ccc(Br)cc1)N1CCN(C2CCCC2)CC1
10) CC(C)CC1(CCc2ccccc2)C(=O)NC(=O)NC1=O
11) O=C(Cn1ncc2ccccc21)N1CCC2(CC1)OCCO2
12) C=CCn1c(O)c(C=NCCCn2ccnc2)c(=O)[nH]c1=O
13) C=C1C(=O)O[C@H]2C[C@@H](C)[C@@H]3C=CC(=O)[C@@]3(C)C[C@H]12
14) CC1CCCC(C2(O)C(=O)Nc3ccccc32)C1=O (configuration not stated)
15) NCCc1ccc(S(=O)(=O)F)cc1
16) C[C@]12CCC3C(CCC4=C/C(=N/OCC(=O)NC(CCC(N)=O)C(=O)O)CC[C@@]43C)C1CCC2O (some centres not stated)

Compound,9,10,11,12,13,14,15,16
Gli-Sufu block,1,-2,-2,10,61*,96*,3,-6
697 NFkB inh,-1,.,14,8,-341,-6,1,12
EBI2 antag,85*,6,0,-12,.,-5,-1,-11
APJ antagonist,11,.,4,-11,35,7,21,0
CXCR6 inh,4,-1,4,-3,.,6,6,0
UBC13 inh,1,.,-2,3,-2,3,-8,6
Jurkat NFkB inh,4,.,0,0,88*,-4,1,9
CCR6 antagonist,1,8,6,-3,26,-5,11,-5

# Quoted at random: 5 records from the list, in no set order.
9) O=C(COc1ccc(Br)cc1)N1CCN(C2CCCC2)CC1
13) C=C1C(=O)O[C@H]2C[C@@H](C)[C@@H]3C=CC(=O)[C@@]3(C)C[C@H]12
2) O=C(c1ccc2c(c1)OCO2)C1CCCN(Cc2c(F)cccc2Cl)C1 (configuration not stated)
10) CC(C)CC1(CCc2ccccc2)C(=O)NC(=O)NC1=O
5) COC(=O)C1=C(c2ccc(F)cc2OCc2ccccc2)C[C@@H]2CC[C@H]1N2C(=O)NCc1ccc(Br)cc1

Compound,9,13,2,10,5
Gli-Sufu block,1,61*,16,-2,10
697 NFkB inh,-1,-341,1,.,4
EBI2 antag,85*,.,5,6,32
APJ antagonist,11,35,15,.,3
CXCR6 inh,4,.,-3,-1,10
UBC13 inh,1,-2,-1,.,-3
Jurkat NFkB inh,4,88*,-12,.,20
CCR6 antagonist,1,26,5,8,15

# Other compounds
17) CC/C(=N\NC(=O)Nc1ccccc1)c1c(O)n(Cc2ccccc2)c(=O)[nH]c1=O
18) CC1=CC(=C2C(=O)NC(=S)NC2=O)C=C(C(F)(F)F)N1C
19) COc1cccc(-c2sc3ccccc3c2-c2ccc(OCCN3CCOCC3)cc2)c1
20) c1ccc(CCN2CCCCC2)nc1
21) COc1ccc(CCNCc2ccncc2)cc1
22) CN1CCN(c2nc3ccccn3c(=O)c2C=C2C(=O)N(C)C(=O)N(C)C2=O)CC1
23) Brc1ccccc1CNCCc1ccc2c(c1)OCO2
24) Cn1cc(C(=O)N2CCCCC2)c2ccccc21

Compound,17,18,19,20,21,22,23,24
Gli-Sufu block,-2,3,-11,11,1,-4,-6,-6
697 NFkB inh,2,-14,8,.,1,3,-21,-6
EBI2 antag,-2,-2,0,-1,7,-6,3,-2
APJ antagonist,18,-9,-39,.,7,19,18,8
CXCR6 inh,4,3,-18,6,3,5,3,-2
UBC13 inh,-10,2,44,.,-1,13,-4,-4
Jurkat NFkB inh,16,-2,-3,.,1,11,11,-8
CCR6 antagonist,2,2,1,18,5,-3,-6,10

25) CN1CCN(CCC(C#N)(c2ccccc2)c2ccccc2)CC1
26) O=P1(N(CCCl)CCCl)NCCCO1 (configuration not stated)
27) CC(=O)O[C@H]1CCC2C3CC[C@H]4[C@@H](O)[C@H](O)CC[C@]4(C)C3CC[C@@]21C (some centres not stated)
28) CN1CCC(N(C)c2ncnc3ccc(Br)cc23)CC1
29) O=c1[nH]c(=S)n(-c2ccc(F)cc2)c(O)c1/C=N/N1CCOCC1
30) COc1ccc(CN2C(=O)NC(=O)/C(=C\c3cc(OC)c(OC)c(OC)c3)C2=O)cc1
31) CC1(C)CC(CCNCc2ccc3c(c2)OCO3)(Cc2ccccc2)CCO1 (configuration not stated)
32) Cc1ccc(Cn2c(C)c3cnn(CC(=O)N4CCC5(CC4)OCCO5)c(=O)c3c2C)cc1

Compound,25,26,27,28,29,30,31,32
Gli-Sufu block,7,2,7,-1,3,6,26,6
697 NFkB inh,1,13,.,.,5,-23,12,-12
EBI2 antag,-5,-10,-2,-4,-4,-16,4,-6
APJ antagonist,-4,6,.,.,7,8,14,3
CXCR6 inh,2,4,1,0,11,8,8,-1
UBC13 inh,7,9,.,.,-3,-34,15,2
Jurkat NFkB inh,4,1,.,.,1,-4,2,18
CCR6 antagonist,-1,0,1,6,-2,-21,5,-4

33) CC(C)N1C(=O)CCC1C(=O)N1CCC2(CC1)OCCO2 (configuration not stated)
34) CCCCn1c(O)c(/C=N/NC(=O)c2ccncc2)c(=O)[nH]c1=S
35) O=C1NC(=O)C(=CCc2ccccc2)C(=O)N1
36) O=[N+]([O-])c1ccc(O)c([N+](=O)[O-])c1
37) C=C1C(=O)O[C@H]2[C@H]1[C@H](OC(=O)CC(=O)O[C@@H]1C[C@@H](C)[C@@H]3C=CC(=O)[C@@]3(C)[C@H]3OC(=O)C(=C)[C@H]13)C[C@@H](C)[C@H]1C=CC(=O)[C@]12C
38) COc1ccc(C(c2ccc(OC)cc2)C(Cl)(Cl)Cl)cc1
39) CCCCn1c(O)c(C(CC)=NCc2ccco2)c(=O)[nH]c1=O
40) OC1(c2ccccc2F)CC2CCC(C1)N2CCN1CCOCC1 (configuration not stated)

Compound,33,34,35,36,37,38,39,40
Gli-Sufu block,-3,2,2,6,52,22,1,-20
697 NFkB inh,4,9,.,-11,-76,-2,11,-48
EBI2 antag,-11,1,-3,10,-1,18,-18,-10
APJ antagonist,-4,1,.,22,-23,9,-3,-13
CXCR6 inh,0,-3,-5,10,-3,-1,-2,-8
UBC13 inh,-12,28,.,-28,-32,3,3,-4
Jurkat NFkB inh,-25,-5,.,-5,19,14,4,-10
CCR6 antagonist,-1,16,-9,15,-4,21,9,5

41) Cc1nonc1OCCNc1ccc([N+](=O)[O-])c2cccnc12
42) COC(=O)CN1C(=O)C2(C(C(=O)OC)=C(N)Oc3ccccc32)C2=C1CC(C)(C)CC2=O (configuration not stated)
43) FC(F)(F)/C(=N\P(=S)(N1CCOCC1)N1CCOCC1)N1CCOCC1
44) Cc1ccc(S(=O)(=O)NC(CC(=O)N2CCC3(CC2)OCCO3)c2ccco2)cc1 (configuration not stated)
45) COC(=O)C1=Nc2ccccc2/C1=C\c1c(O)n(-c2ccc(OC)cc2)c(=O)[nH]c1=O
46) COc1ccccc1-n1c(-c2ccccc2Cl)nc2ccccc2c1=O
47) CC(C)CCNC(=O)c1c(N)n(CC2CCCO2)c2nc3ccccc3nc12 (configuration not stated)
48) O=C(c1cccc(Cl)c1)C1CCCN(Cc2cccc3cnccc23)C1 (configuration not stated)

Compound,41,42,43,44,45,46,47,48
Gli-Sufu block,6,0,-2,-2,3,4,11,39
697 NFkB inh,-20,7,22,12,2,12,12,-51
EBI2 antag,0,1,-5,-1,0,-9,28,10
APJ antagonist,9,-8,-1,-26,-3,24,19,-4
CXCR6 inh,3,-1,-9,-2,-5,5,2,-6
UBC13 inh,-18,16,10,-3,-12,5,7,-3
Jurkat NFkB inh,-4,10,5,3,-3,7,4,22
CCR6 antagonist,28,-3,-3,4,2,12,-3,18

49) CC12CCC(=O)C=C1CCC1C2C(O)CC2(C)C(O)CCC12 (configuration not stated)
50) O=c1[nH]c(=S)[nH]c(O)c1/C=N/N1CCOCC1
51) CC1CN(c2ccc([N+](=O)[O-])cc2Cl)CCN1 (configuration not stated)
52) CC1([N+](=O)[O-])COP(=O)(NC2CCCC2)OC1 (configuration not stated)
53) CC1CC(C)(O)CC(C(O)CC2CC(=O)NC(=O)C2)C1=O (configuration not stated)
54) O=C(NCCCN1CC1)Nc1cccc2ccccc12
55) N=c1c2c(n(Cc3ccc(Cl)cc3Cl)c3c1CCC3)CCCC2
56) COCc1cc(C2SCC(=O)Nc3c2c(=O)[nH]n3C(C)C)ccc1OC (configuration not stated)

Compound,49,50,51,52,53,54,55,56
Gli-Sufu block,4,4,6,3,84*,5,9,-17
697 NFkB inh,.,-17,-1,.,.,.,68*,-12
EBI2 antag,-10,-11,-4,-5,7,-3,2,2
APJ antagonist,.,-12,5,.,.,.,20,-6
CXCR6 inh,-2,0,-2,-4,-5,-3,2,-17
UBC13 inh,.,-6,-23,.,.,.,15,0
Jurkat NFkB inh,.,10,0,.,.,.,30,-9
CCR6 antagonist,9,-1,12,1,21,-5,11,-4

57) CC(C)NC(C)C(=O)c1ccc2ccccc2c1 (configuration not stated)
58) Cc1ccc(C(O)P(=O)(Oc2ccccc2)Oc2ccccc2)cc1 (configuration not stated)
59) Cc1ccc2c(c1)N(C(C)C(=O)N1CCC3(CC1)OCCO3)C(=O)CO2 (configuration not stated)
60) CCc1ccccc1NC(=O)N1C[C@H]2C[C@@H](C1)c1cccc(=O)n1C2
61) CCC(C)N1C(=O)/C(=C\c2cc3c4c(c2)CCCN4CCC3)C(=O)NC1=S (configuration not stated)
62) NNC(=O)c1nc[nH]c1C(=O)Nc1ccc(Cl)cc1C(=O)c1ccccc1
63) N#Cc1ccc(/C=C/C(=O)O)cc1
64) CN1C(=O)NC(=O)/C(=C/c2ccc([N+](=O)[O-])o2)C1=O
65) CN1C(=O)C(=Cc2ccc(-c3cccc(Cl)c3)o2)C(=O)N(C)C1=O
66) COc1ccc(-c2nn(CCC#N)cc2C(=O)NCc2ccccc2)cc1OC
67) COc1ccc2c(c1)NP(=S)(Oc1ccccc1)N2 (configuration not stated)

Compound,57,58,59,60,61,62,63,64,65,66,67
Gli-Sufu block,0,3,17,-12,8,27,7,-8,.,2,-8
697 NFkB inh,6,8,14,10,8,10,21,13,5,9,-5
EBI2 antag,4,-4,-1,-1,7,-8,3,.,.,-15,-1
APJ antagonist,23,16,15,-38,14,8,-3,-25,-8,6,-41
CXCR6 inh,10,-3,2,-6,16,-6,2,.,.,3,-6
UBC13 inh,10,11,1,7,-1,-11,5,-33,0,0,-4
Jurkat NFkB inh,10,7,13,10,6,11,0,3,1,13,3
CCR6 antagonist,28,-10,5,-15,28,-2,-2,-4,.,11,6
